# Mtb UGM inh = Mtb UDP-galactopyranose mutase inhibition; purified UGM, fluorescence polarization probe displacement; inhibition, % at 10 µM; P9WIQ1; hit rate 0.06% among 320,000; AID 504406; in the data active = inhibition above about 10%, passing the limit was not always enough
# Target sequence (P9WIQ1 whole entry, looked up): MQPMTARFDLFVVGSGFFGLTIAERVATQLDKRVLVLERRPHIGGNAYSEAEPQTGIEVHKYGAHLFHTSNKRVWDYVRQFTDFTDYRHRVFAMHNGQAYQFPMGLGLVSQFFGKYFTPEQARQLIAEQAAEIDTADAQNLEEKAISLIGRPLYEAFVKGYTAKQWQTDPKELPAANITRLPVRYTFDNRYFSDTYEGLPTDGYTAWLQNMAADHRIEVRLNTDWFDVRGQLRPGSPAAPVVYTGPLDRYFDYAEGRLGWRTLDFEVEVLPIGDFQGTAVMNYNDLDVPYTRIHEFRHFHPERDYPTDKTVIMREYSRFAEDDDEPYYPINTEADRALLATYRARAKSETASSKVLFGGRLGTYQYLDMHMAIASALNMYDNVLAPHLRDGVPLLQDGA
# Mtb BioA inh = inhibitors of Mycobacterium tuberculosis BioA enzyme; purified M. tuberculosis BioA enzyme, plate reader; inhibition, % at 9.99 µM; hit rate 0.096% among 360,000; AID 602481; in the data active = inhibition above about 40%
# MazEF act = activators of E. coli MazEF toxin-antitoxin RNase; hit rate 0.32% among 350,000; FAM/BHQ RNA-DNA oligo cleavage fluorescence, 5 h; AID 504720; activation, % at 20 µM; in the data active = activation above about 50%
# Target sequence (P0AE70 whole entry, looked up): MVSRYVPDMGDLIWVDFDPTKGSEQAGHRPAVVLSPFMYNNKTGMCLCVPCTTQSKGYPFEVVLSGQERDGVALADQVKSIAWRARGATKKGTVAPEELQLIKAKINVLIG
# BoNT-F LC inh = inhibitors of Botulinum neurotoxin F light chain protease. hit rate 0.22% among 360,000. inhibition, % at 10 µM. Multiplex microsphere protease cleavage assay, flow cytometry; in the data active = inhibition above about 35%, passing the limit was not always enough; note: plate controls were buffer without enzyme for full effect and enzyme alone for no effect
# Rv3671c inh = Rv3671c (M. tuberculosis) protease inhibition; hit rate 0.048% among 320,000; inhibition, % at 5.96 µM; P9WHR9; in the data active = inhibition above about 38%;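 note: extracellular domain of Rv3671c used as enzyme; 0% = enzyme with DMSO and 100% = no enzyme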
# FadD28 FP inh = M. tuberculosis FadD28 bisubstrate binding inhibition | inhibition, % at 12.5 µM | FadD28 bisubstrate probe binding, fluorescence polarization | hit rate 0.22% among 360,000 | AID 588549; in the data active = inhibition above about 8.5%, passing the limit was not always enough
# DUSP3 inh = inhibitors of human VHR1 phosphatase (DUSP3). recombinant VHR phosphatase, pNPP absorbance. inhibition, % at 13.3 µM. hit rate 0.52% among 290,000; in the data active = inhibition above about 50%; note: some compounds called inactive have numbers as strong as hits
# GDH-TPI inh = inhibits GDH-TPI coupling enzymes, artifact for Mtb FBA screen. hit rate 1.2% among 360,000. AID 588335. GDH-TPI coupled enzyme counterscreen, NADH absorbance. inhibition, % at 4.8 µM;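 note: 0% = DMSO wells and 100% = wells lacking the enzyme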
# Mtb FBA inh = inhibits M. tuberculosis FBA enzyme. hit rate 2.3% among 360,000. purified M. tuberculosis FBA, fluorescence read-out. inhibition, % at 1 µM. P9WQA3; in the data active = inhibition above about 27%;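 note: 0% = vehicle and 100% = reference inhibitor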
# Target sequence (P9WQA3 whole entry, looked up): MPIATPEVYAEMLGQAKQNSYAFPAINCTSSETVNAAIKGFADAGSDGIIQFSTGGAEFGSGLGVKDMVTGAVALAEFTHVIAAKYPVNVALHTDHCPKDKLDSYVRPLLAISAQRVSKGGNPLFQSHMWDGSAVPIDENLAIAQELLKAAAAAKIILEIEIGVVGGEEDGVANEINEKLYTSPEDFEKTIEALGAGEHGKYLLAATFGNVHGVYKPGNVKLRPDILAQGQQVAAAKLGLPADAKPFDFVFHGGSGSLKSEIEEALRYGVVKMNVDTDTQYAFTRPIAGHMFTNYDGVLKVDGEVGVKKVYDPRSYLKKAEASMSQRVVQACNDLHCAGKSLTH
# CCHFV vOTU inh = CCHFV vOTU protease inhibition; Pep-AMC fluorescence; inhibition, % at 11.5 µM; hit rate 0.55% among 370,000; note: 0% = vehicle wells with enzyme and 100% = no enzyme wells
# * = called active by the depositor; x = no result given; + = active, no number. Cut-off read from the data, not from the text of the source, unless noted: active = inhibition above about 30%; inactive = the rest. An unsorted share of the library. About 4.9% of those tested had a hit in this group.
no.	Compound	BoNT-F LC inh	Mtb FBA inh	Rv3671c inh	FadD28 FP inh	Mtb BioA inh	MazEF act	DUSP3 inh	CCHFV vOTU inh	GDH-TPI inh	Mtb UGM inh
1	Cc1ccc(Cn2cc(C=O)c(-c3ccc(F)cc3)n2)cc1	-2	-4	-6	-5.8	0.0	3	-24	4	0	0.5
2	Cn1nc(C(=O)OCC(=O)NCCc2ccccc2)c2ccccc2c1=O	-6	2	-4	-1.8	-1.8	-1	-9	-7	7	-2.3
3	Cc1ccc(S(=O)(=O)CC(=O)Nc2ccccn2)cc1	12	2	4	-3.9	-0.8	5	3	3	1	1.5
4	Cc1nc(-c2ccc3c(c2)OCCCO3)cs1	-4	-4	0	-2.2	x	14	-5	-3	-7	0.5
5	COc1ccc(CCNC(=O)C2CCN(C(=O)N(C)C)CC2)cc1OC	4	1	4	-4.2	-0.6	5	-17	7	-2	-3.3
6	CCN(CC(=O)Nc1ccc(NC(C)=O)cc1)C(=O)C1CCC1	-3	-1	6	-0.5	-1.1	5	x	9	-9	5.6
7	COc1cc2[nH]c(=O)n(CCCCCC(=O)NCCCN3CCOCC3)c(=O)c2cc1OC	7	10	3	0.7	-5.0	5	-4	-4	18	2.3
8	Clc1ccc(-c2n[nH]c3c2CCCC3)cc1	-9	-4	4	-5.1	x	0	20	13	-4	1.1

# 7 consecutive records already listed, quoted:
no.	Compound	BoNT-F LC inh	Mtb FBA inh	Rv3671c inh	FadD28 FP inh	Mtb BioA inh	MazEF act	DUSP3 inh	CCHFV vOTU inh	GDH-TPI inh	Mtb UGM inh
1	Cc1ccc(Cn2cc(C=O)c(-c3ccc(F)cc3)n2)cc1	-2	-4	-6	-5.8	0.0	3	-24	4	0	0.5
2	Cn1nc(C(=O)OCC(=O)NCCc2ccccc2)c2ccccc2c1=O	-6	2	-4	-1.8	-1.8	-1	-9	-7	7	-2.3
3	Cc1ccc(S(=O)(=O)CC(=O)Nc2ccccn2)cc1	12	2	4	-3.9	-0.8	5	3	3	1	1.5
4	Cc1nc(-c2ccc3c(c2)OCCCO3)cs1	-4	-4	0	-2.2	x	14	-5	-3	-7	0.5
5	COc1ccc(CCNC(=O)C2CCN(C(=O)N(C)C)CC2)cc1OC	4	1	4	-4.2	-0.6	5	-17	7	-2	-3.3
6	CCN(CC(=O)Nc1ccc(NC(C)=O)cc1)C(=O)C1CCC1	-3	-1	6	-0.5	-1.1	5	x	9	-9	5.6
7	COc1cc2[nH]c(=O)n(CCCCCC(=O)NCCCN3CCOCC3)c(=O)c2cc1OC	7	10	3	0.7	-5.0	5	-4	-4	18	2.3

# (more compounds)
no.	Compound	BoNT-F LC inh	Mtb FBA inh	Rv3671c inh	FadD28 FP inh	Mtb BioA inh	MazEF act	DUSP3 inh	CCHFV vOTU inh	GDH-TPI inh	Mtb UGM inh
9	CCOC(=O)COc1nc2c(c(-c3ccco3)c1C#N)CCc1ccccc1-2	17	30*	-8	-3.6	-1.8	-1	24	-10	5	2.0
10	Cc1nnc2sc(-c3csc4c3CCCC4)nn12	-15	-1	-1	-2.4	x	-5	-8	-9	7	0.0
11	CC1(C)Cc2c(cnn2-c2ccccc2)C(NC(=O)CCc2ccncc2)C1 (configuration not stated)	2	0	-2	-1.1	1.7	1	19	-11	-14	-2.4
12	CCn1nc(C(=O)Nc2ccc(N3CCOCC3)cc2)c2ccccc2c1=O	4	4	9	-0.3	-0.5	1	x	7	13	-2.0
13	O=c1cc(C(F)(F)F)[nH]c2c(C(F)(F)F)cccc12	-8	+	4	-7.8	-1.5	10	4	x	24	3.0
14	CCOC(=O)c1ccc(S(=O)(=O)N2CCC(N3CCCCCC3)CC2)cc1	-21	3	x	-2.3	-4.8	-2	x	15	12	x
15	Cc1cc(C)c(NC(=O)C(C)(C)C)c(Cl)c1	x	0	1	-0.1	-2.7	0	22	0	5	-1.0
16	COc1cc(C(=O)NCCOc2ccccc2)cc(OC)c1OC	26	4	1	-0.7	1.9	3	x	20	6	0.6
17	Cc1ccc(S(=O)(=O)N2CCOC2C(Cl)(Cl)Cl)cc1 (configuration not stated)	-3	3	-1	-3.3	0.1	10	1	13	-5	2.5
18	CCc1noc(C)c1C(=O)Nc1nc(-c2ccccc2)cs1	-29	-1	-9	-3.7	0.6	4	x	-4	5	-1.8
19	Cc1noc(C)c1C(=O)OC(C)C(=O)c1c[nH]c2ccccc12 (configuration not stated)	4	4	x	-0.1	1.4	5	x	2	-5	x
20	O=C1CSC(=Nc2ccccc2Cl)N1	8	1	-9	-2.4	x	-10	-21	-4	5	8.6
21	O=C(O)c1cc2sccc2s1	x	x	-4	x	x	6	13	x	x	0.7
22	Cc1cccc2cc(/C=C3\N=C(c4ccccc4)OC3=O)c(N3CCOCC3)nc12	41*	-3	2	-0.4	1.4	-75	14	7	6	-3.0
23	CCN(CC)S(=O)(=O)c1ccc(N2CCOCC2)c(NC(=O)c2ccc(OC)c([N+](=O)[O-])c2)c1	-7	4	-2	-3.4	0.9	8	15	0	-6	2.2
24	COc1ccccc1-c1nnc(SCc2nc3ccccc3[nH]2)n1C	2	3	-2	-2.3	0.5	4	13	-2	4	-2.6

# Compounds shown so far with fluorine, in the order listed:
no.	Compound	BoNT-F LC inh	Mtb FBA inh	Rv3671c inh	FadD28 FP inh	Mtb BioA inh	MazEF act	DUSP3 inh	CCHFV vOTU inh	GDH-TPI inh	Mtb UGM inh
1	Cc1ccc(Cn2cc(C=O)c(-c3ccc(F)cc3)n2)cc1	-2	-4	-6	-5.8	0.0	3	-24	4	0	0.5
13	O=c1cc(C(F)(F)F)[nH]c2c(C(F)(F)F)cccc12	-8	+	4	-7.8	-1.5	10	4	x	24	3.0

# Following part
no.	Compound	BoNT-F LC inh	Mtb FBA inh	Rv3671c inh	FadD28 FP inh	Mtb BioA inh	MazEF act	DUSP3 inh	CCHFV vOTU inh	GDH-TPI inh	Mtb UGM inh
25	COC(=O)c1ccc(CNC(=O)COC(=O)/C=C/c2cccc(OC)c2)cc1	-1	28*	x	-2.0	-1.4	4	x	-6	9	x
26	COc1ccc(NC(=O)Cn2c(=O)oc3cc(S(=O)(=O)N4CCCC4)ccc32)c(OC)c1	-5	0	5	0.0	1.4	13	21	-3	-4	3.4
27	C=C1C(=O)[C@]23C[C@H]1CC[C@H]2[C@]1(C)[C@@H](OC(C)=O)CC[C@@](C)(C(=O)O)[C@H]1C[C@@H]3OC(C)=O	-1	0	x	-1.2	0.6	x	x	-7	x	x
28	COc1ccc(/C=C2\SC(=Nc3ccccc3Cl)NC2=O)c(OC)c1	-7	-5	x	-1.6	-0.7	-18	x	5	17	x
29	CCOc1cccc(OCCCCn2cnc3ccccc3c2=O)c1	3	0	3	0.2	-0.3	-6	2	-13	-3	-0.3
30	COc1ccc(Cl)cc1NC(=O)c1cccnc1	-5	0	3	-0.6	17	8	-9	-9	6	-0.3
31	COc1ccccc1NC(=O)C1=C(C)NC2=C(C(=O)CC(c3ccc(OC)c(OC)c3)C2)C1c1coc2ccccc2c1=O (configuration not stated)	4	-2	-30	-5.0	x	-3	40	-5	9	2.3
32	C[C@@H]1CC[C@]2(C(=O)O[C@@H]3O[C@H](CO)[C@@H](O)[C@H](O)[C@H]3O)CC[C@]3(C)C(=CCC4[C@@]5(C)C[C@@H](O)[C@H](O)[C@@](C)(C(=O)O[C@@H]6[C@H](O)C[C@@]7(C)C(CC[C@]8(C)C7CC=C7[C@H]9[C@](C(=O)O[C@@H]%10O[C@H](CO)[C@@H](O)[C@H](O)[C@H]%10O)(CC[C@@H](C)[C@@]9(C)O)CC[C@]78C)[C@@]6(CO)C(=O)O)C5CC[C@]43C)[C@@H]2[C@]1(C)O (some centres not stated)	-14	0	-8	-0.1	3.0	10	x	1	8	0.4
33	O=C(CCC1CCCCC1)NNC(=O)c1cnccn1	-9	0	3	-3.6	x	8	-4	-9	2	-1.4
34	COc1ccc(CN(CCO)CCO)cc1[N+](=O)[O-]	4	-1	-2	-3.0	x	4	-13	3	2	1.3
35	Cc1cccc(-n2c(C)nc3c(cnn3-c3ccc(F)cc3)c2=O)c1	-6	3	-6	-2.9	5.4	3	14	10	13	-0.5
36	Nc1nc(CSc2nnnn2-c2ccccc2)nc(N2CCCc3ccccc32)n1	-2	0	-28	-2.3	-2.2	-7	9	15	1	-0.5
37	Cc1c(Cl)cccc1NC(=S)N1CCN(c2ccc([N+](=O)[O-])cn2)CC1	-4	1	-2	-0.8	x	-3	-5	-5	1	-2.1
38	O=C(N/N=C/c1ccc(OC(=O)c2ccc(Br)cc2)cc1)c1ccncc1	5	0	-13	0.3	x	-44	-19	-1	4	-0.2
39	COc1cccc(NC(=O)C2(C)CCN2CC2CCCCC2)c1 (configuration not stated)	2	-4	x	-4.2	0.8	x	x	8	-3	x
40	Cc1ccc(/C=N/OC(=O)c2nn(C)cc2Cl)cc1	9	-8	2	-0.7	x	13	29	-5	7	-2.5
41	COc1ccc(-c2c(-c3ccccc3OC)sc3ccccc23)cc1	0	10	-2	-1.6	1.0	-3	-14	8	13	-0.3
42	COc1ccc(NC(=O)CSc2nnc(N)s2)cc1S(=O)(=O)N1CCCCC1	-8	-3	-2	-3.2	6.6	3	x	2	-4	-0.7
43	Cc1nc(C)c(C(=O)N/N=C/c2c[nH]c3ccccc23)s1	-6	-1	-1	1.6	0.3	-14	15	x	24	-2.6
44	O=C(Nc1cc(Cl)c(O)c(Cl)c1)C1CCCO1 (configuration not stated)	4	-1	1	-1.5	-0.4	3	4	10	0	-1.4
45	C(=C\c1sc(Nc2ccccc2)n[n+]1-c1ccccc1)/c1ccccc1	-7	-4	x	-2.4	-0.5	23	x	12	9	x
46	COCCCNC(=O)c1ccc(Cn2c(=O)c3ccccc3n(CC(=O)NCCc3ccc(OC)c(OC)c3)c2=O)cc1	0	0	10	0.4	7.6	-2	-11	11	11	1.8
47	COc1ccc(CNC(=O)c2ccc(Cl)c(NC3=NC4CS(=O)(=O)CC4S3)c2)cc1 (configuration not stated)	-13	3	6	-2.0	1.0	-3	-18	-6	-3	-1.0
48	Nc1c(-c2cccs2)cnn1-c1nc(-c2ccc(F)cc2)cs1	1	-2	-4	-3.0	-0.8	-15	10	-1	13	-4.2

# Whole records, quoted from the list. Values in the order: BoNT-F LC inh	Mtb FBA inh	Rv3671c inh	FadD28 FP inh	Mtb BioA inh	MazEF act	DUSP3 inh	CCHFV vOTU inh	GDH-TPI inh	Mtb UGM inh
# O=C(Nc1cc(Cl)c(O)c(Cl)c1)C1CCCO1 (configuration not stated) in the list: 4	-1	1	-1.5	-0.4	3	4	10	0	-1.4
# COCCCNC(=O)c1ccc(Cn2c(=O)c3ccccc3n(CC(=O)NCCc3ccc(OC)c(OC)c3)c2=O)cc1 in the list: 0	0	10	0.4	7.6	-2	-11	11	11	1.8

# Assay outcomes deposited in PubChem BioAssay by several laboratories.
